bovine MsrA act: bovine methionine sulfoxide reductase A activation. purified bovine MsrA, absorbance read-out. activation, % at 10.6 µM. actives 0.3% (n = 360,000). AID 602163; in the data active = activation above about 7.5%;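 note: 0% = vehicle and 100% = reference activator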
PABP1 MLLE inh: inhibitors of microRNA-mediated deadenylation, human PABP1 MLLE binding. P11940. GST-MLLE / FITC-PAM2 fluorescence polarization. inhibition, % at 20 µM. actives 0.36% (n = 360,000). AID 588489; in the data active = inhibition above about 35%, passing the limit was not always enough;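 note: plate controls were DMSO wells with GST-MLLE for no effect and wells lacking GST-MLLE protein for full effect; some results filed as inactive read as strong as hits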
TbMetRS inhib: Trypanosoma brucei MetRS inhibition; purified T. brucei MetRS, ATP depletion, Kinase-Glo luminescence; inhibition, % at 11.9 µM; actives 0.4% (n = 360,000); AID 624268;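 active = inhibition above a per-plate cutoff of the control wells' mean inhibition plus 3 SD, cut at about 5.5% in these data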;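 note: 0% = DMSO wells median and 100% = median of wells with control inhibitor compound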
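Assay system: T. brucei methionyl-tRNA synthetase, purified | Medium: HEPES buffer with MgCl2, KCl, DTT, spermine, BSA, pyrophosphatase | Compound: 11.9 µM single point | Incubation: 15 min enzyme-compound preincubation, 2 h reaction, 10 min detection, 25 °C | Measured by: Kinase-Glo luciferase luminescence reporting remaining unconsumed ATP | Measure: % inhibition normalized to control-well medians | Replication: Singlicate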
MT1-MMP act inh: MT1-MMP (human) activation inhibition | P50281 | HT1080 RFP-PRO-GFP cells, GFP/RFP ratio fluorescence, overnight; percent of plate control window, DMSO zero | GFP/RFP ratio change, % at 20 µM | actives 0.061% (n = 360,000);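 active = GFP/RFP ratio change of at least 30% with cell ATP level not reduced by more than half and red fluorescence within 50% of control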; note: strong numbers were not always called active
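Compound: 20 µM single dose, 1% DMSO / System: HT1080 RFP-PRO-GFP cells / Controls: DMSO and RFP-L50D-GFP cell wells / Read-out basis: GFP/RFP fluorescence ratio / Schedule: overnight compound exposure at 37 °C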
FAS-TE inh: FAS thioesterase (human) inhibition; P49327; recombinant FAS-TE, OMFH fluorogenic substrate, fluorescence endpoint; inhibition, % at 15 µM; actives 0.67% (n = 360,000); AID 602261;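 active = compounds whose normalised, plate-corrected inhibition of enzyme fluorescence in the single-dose primary screen is 50% or more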;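 note: 0% = DMSO with enzyme and 100% = substrate without enzyme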
Target sequence (P49327 whole entry, looked up): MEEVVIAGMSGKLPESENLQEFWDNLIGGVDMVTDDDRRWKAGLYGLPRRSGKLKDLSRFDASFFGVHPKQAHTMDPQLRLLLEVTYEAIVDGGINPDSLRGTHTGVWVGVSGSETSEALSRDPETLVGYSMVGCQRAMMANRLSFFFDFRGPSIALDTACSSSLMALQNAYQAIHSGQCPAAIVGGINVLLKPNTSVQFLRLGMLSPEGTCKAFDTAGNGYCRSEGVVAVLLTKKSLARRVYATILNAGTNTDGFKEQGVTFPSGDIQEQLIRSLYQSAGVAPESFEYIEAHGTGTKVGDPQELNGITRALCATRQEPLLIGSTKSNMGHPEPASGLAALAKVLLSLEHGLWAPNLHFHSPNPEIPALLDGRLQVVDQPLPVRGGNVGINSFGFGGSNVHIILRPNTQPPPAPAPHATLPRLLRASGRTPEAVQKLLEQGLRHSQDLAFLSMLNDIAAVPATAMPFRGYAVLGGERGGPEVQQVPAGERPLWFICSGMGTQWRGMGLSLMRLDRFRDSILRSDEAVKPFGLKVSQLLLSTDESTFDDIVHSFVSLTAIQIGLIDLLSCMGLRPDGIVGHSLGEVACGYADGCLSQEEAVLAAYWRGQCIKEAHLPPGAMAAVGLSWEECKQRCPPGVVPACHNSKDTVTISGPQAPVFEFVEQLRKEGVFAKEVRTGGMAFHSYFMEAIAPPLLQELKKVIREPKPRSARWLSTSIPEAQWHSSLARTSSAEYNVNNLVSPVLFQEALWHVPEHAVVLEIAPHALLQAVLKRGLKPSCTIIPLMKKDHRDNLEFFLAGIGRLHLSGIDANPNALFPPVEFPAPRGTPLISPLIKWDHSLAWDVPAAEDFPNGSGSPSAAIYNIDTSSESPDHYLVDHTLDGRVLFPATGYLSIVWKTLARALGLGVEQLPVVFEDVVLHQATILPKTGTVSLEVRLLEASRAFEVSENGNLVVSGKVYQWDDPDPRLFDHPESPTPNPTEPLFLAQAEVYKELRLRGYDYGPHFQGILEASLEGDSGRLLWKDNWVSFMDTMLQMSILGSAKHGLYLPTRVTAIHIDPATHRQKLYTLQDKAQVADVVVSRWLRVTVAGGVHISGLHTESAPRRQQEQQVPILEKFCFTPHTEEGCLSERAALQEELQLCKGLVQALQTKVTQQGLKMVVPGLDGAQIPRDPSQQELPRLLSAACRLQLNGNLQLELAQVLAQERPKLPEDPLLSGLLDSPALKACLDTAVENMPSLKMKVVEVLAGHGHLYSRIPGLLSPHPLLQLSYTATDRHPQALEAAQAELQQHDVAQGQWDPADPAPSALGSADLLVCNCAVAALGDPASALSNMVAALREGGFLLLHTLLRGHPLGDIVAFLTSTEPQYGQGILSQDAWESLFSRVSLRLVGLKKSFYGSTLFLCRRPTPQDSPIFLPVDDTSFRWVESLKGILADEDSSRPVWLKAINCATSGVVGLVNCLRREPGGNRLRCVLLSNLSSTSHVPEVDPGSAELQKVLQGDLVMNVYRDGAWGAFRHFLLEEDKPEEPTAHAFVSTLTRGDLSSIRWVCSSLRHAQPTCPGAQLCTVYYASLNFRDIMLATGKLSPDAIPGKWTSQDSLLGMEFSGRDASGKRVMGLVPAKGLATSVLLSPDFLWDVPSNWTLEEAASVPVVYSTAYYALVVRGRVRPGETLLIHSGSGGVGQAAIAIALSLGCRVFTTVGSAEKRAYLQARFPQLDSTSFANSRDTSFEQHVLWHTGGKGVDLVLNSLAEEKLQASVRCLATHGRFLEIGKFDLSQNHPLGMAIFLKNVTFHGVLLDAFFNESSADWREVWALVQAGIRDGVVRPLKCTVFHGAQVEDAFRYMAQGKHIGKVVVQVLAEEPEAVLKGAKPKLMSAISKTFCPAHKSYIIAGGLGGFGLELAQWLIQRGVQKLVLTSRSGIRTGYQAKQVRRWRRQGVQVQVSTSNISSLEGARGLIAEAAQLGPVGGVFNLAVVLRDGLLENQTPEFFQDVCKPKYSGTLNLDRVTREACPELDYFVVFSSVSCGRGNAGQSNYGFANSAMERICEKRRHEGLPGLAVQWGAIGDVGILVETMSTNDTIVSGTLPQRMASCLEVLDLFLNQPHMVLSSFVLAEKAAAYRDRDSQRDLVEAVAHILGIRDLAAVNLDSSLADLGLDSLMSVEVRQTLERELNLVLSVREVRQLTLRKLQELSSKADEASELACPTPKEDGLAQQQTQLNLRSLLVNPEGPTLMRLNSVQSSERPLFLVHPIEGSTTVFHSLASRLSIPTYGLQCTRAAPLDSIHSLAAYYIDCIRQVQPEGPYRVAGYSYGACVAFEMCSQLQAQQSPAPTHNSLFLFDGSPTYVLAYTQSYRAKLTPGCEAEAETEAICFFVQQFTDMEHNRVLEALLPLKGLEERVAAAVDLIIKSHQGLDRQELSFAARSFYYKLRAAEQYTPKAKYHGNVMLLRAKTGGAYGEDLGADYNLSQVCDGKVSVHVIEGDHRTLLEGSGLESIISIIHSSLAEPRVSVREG
NRP1-CendR mod: NRP-1/CendR interaction modulation; O14786; FAM-RPARPAR peptide binding to NRP-1, fluorescence polarization; inhibition, % at 25 µM; actives 0.85% (n = 360,000); AID 602438;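 active = inhibition or corrected inhibition above about 18%, plus a signal ratio from 0.5 to 1.5, limit read from the data, passing the limit was not always enough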; note: strong numbers were not always called active
E coli Lon inh: inhibitors of E. coli Lon protease; AID 602123; P0A9M0; actives 0.42% (n = 360,000); inhibition, % at 7.94 µM; purified E. coli Lon protease, fluorescence polarization; in the data active = inhibition above about 13%, passing the limit was not always enough;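 note: 0% = enzyme with probe and DMSO and 100% = no enzyme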
SKN-1 inh: blocks SKN-1 activity in C. elegans | AID 624304 | C. elegans VP596 Pgst-4::GFP/RFP ratio, acrylamide-induced, 24 h | actives 0.49% (n = 360,000) | inhibition, % at 21.8 µM;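 active = interference check ratio from 0.5 to 1.5 plus GFP to RFP signal ratio inhibition reaching or exceeding a fixed threshold, cut at about 30% in these data, passing the limit was not always enough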; note: some compounds called inactive have numbers as strong as hits
MsrA inhibitor: inhibitors of bovine MsrA; purified bovine MsrA, absorbance read-out; AID 651718; inhibition, % at 15.5 µM; actives 0.75% (n = 360,000); in the data active = inhibition above about 4.5%;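 note: 0% = vehicle wells with enzyme and 100% = reference inhibitor wells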
* hit, by the source's call; / = not tested or not shown. An unsorted share of the library; 4% or so of the library scored in one or more.

SMILES	bovine MsrA act	PABP1 MLLE inh	TbMetRS inhib	MT1-MMP act inh	FAS-TE inh	NRP1-CendR mod	E coli Lon inh	SKN-1 inh	MsrA inhibitor
CCc1nnc(NC(=O)CS(=O)(=O)Cc2ccccc2)s1	-1	6	-0.4	2	-4	6	6	1	0.7
CCOc1ccc(C(=O)NCC(=O)N2CC=C(c3ccccc3)CC2)cc1OCC	-1	-7	-0.4	4	2	4	-4	-3	-2.0
Cc1ccc2c(c1)c1c(n2CC(O)Cn2c(C)nc3ccccc32)C(=O)CCC1 (stereo unspecified)	4	3	-0.4	2	3	-11	-16	-8	0.6
O=C(Cn1cc(C(F)(F)F)ccc1=O)N/N=C/c1ccc(Cl)c(Cl)c1	1	9	-0.3	-3	25	9	6	0	-0.8
COC(=O)C1=C(C)N(CCCC(=O)O)C(=O)NC1c1cccc(Cl)c1Cl (stereo unspecified)	-2	-6	-0.2	-2	-9	3	-8	8	0.4
COC(=O)c1c(NC(=O)CSc2nncs2)sc2c1CCCCC2	0	27	0.2	-10	21	3	3	13	0.0
c1ccc(C[C@H]2CNCCN2CC2(c3ccccc3)CC2)cc1	-4	5	-0.1	-3	-18	8	-15	-9	-1.1
Cc1ccc(NC(=O)N(Cc2ccco2)C(C)c2ccco2)cc1C (stereo unspecified)	-6	5	-0.5	-3	12	-2	-5	-1	-0.4
COc1ccc(S(=O)(=O)N(C)C[C@H]2Oc3ccc(NC(=O)Cc4cn(C)c5ccccc45)cc3C(=O)N([C@@H](C)CO)C[C@@H]2C)cc1	2	-12	0.0	2	14	-16	0	-6	-0.3
CCOC(=O)C1(CCc2ccccc2)CCN(C(=O)Cc2nonc2C)CC1	0	-1	1.6	/	8	3	1	7	-0.2
Cc1cc(C(=O)COC(=O)CC2Sc3ccccc3NC2=O)c(C)n1-c1cccc(C(F)(F)F)c1 (stereo unspecified)	-1	-13	-0.1	-5	27	-8	-2	14	-0.3
O=C(CN1CCN(C(=O)c2ccco2)CC1)Nc1cccc([N+](=O)[O-])c1	-2	6	-0.5	0	6	-9	-4	-11	-0.4
Cc1ccc(C(=O)NCC(=O)Nc2ccc3c(c2)CCC3)cc1	-2	-8	-0.2	-7	-6	0	6	25	1.4
Cc1cc(C)cc(C(=O)NCC(=O)NNC(=O)CSc2ccccc2F)c1	-6	9	-0.3	-2	-3	6	-12	-20	-0.7
Cc1ccc(/C=C/C(=O)N2CCN(Cc3ccccc3)CC2)o1	1	12	-0.1	-4	-11	-6	1	-3	1.3
COc1ccc2nc(Nc3nc4cc5c(cc4s3)OCO5)sc2c1	-7	1	-1.0	6	1	7	-7	16	4.8*
CC(c1ccco1)N(C(=O)c1cc(Cl)cc(Cl)c1)c1ccccn1 (stereo unspecified)	0	-5	-0.8	-4	9	7	-1	8	-0.1
CC(C)CCN1C(=O)C2(OCCCO2)c2cc(Cl)ccc21	-2	8	-0.7	-1	20	8	-11	24	-0.2
CSc1ccccc1NC(=O)C1C2CCC(C2)C1C(=O)O (stereo unspecified)	-1	-5	-0.3	0	-8	6	-4	1	-0.4
CCn1c(=O)c2sccc2n2c(CCCC(=O)NCc3cccnc3)nnc12	1	-18	-0.1	4	-5	-4	-16	0	0.2
COc1ccc(C2c3ccc4ccccc4c3Oc3ncn(CCN(C)C)c(=N)c32)cc1 (stereo unspecified)	2	-5	-1.0	-4	5	3	-3	-1	0.6
COc1ccc(OS(=O)(=O)c2c(C)noc2C)cc1	-2	10	0.1	-1	1	18	5	-3	0.0
N#Cc1ccccc1OCC(=O)NC(=O)NCc1ccccc1	-2	12	0.1	0	-1	1	5	-6	-0.2
O=S(=O)(c1cccc(F)c1)N1CCN(c2ncnc3scc(-c4ccc(F)cc4)c23)CC1	-1	-2	-0.4	-12	39	-12	4	2	2.8
COc1ccc(Nc2nc3ccccc3s2)cc1	-2	3	1.0	1	11	-1	6	9	-1.5
NC(=O)C1(N2CCCCC2)CCN(C(=O)CCCn2c(=O)[nH]c3ccsc3c2=O)CC1	-3	-1	-0.3	-2	-2	-2	-4	4	0.9
CC(C)C(NS(=O)(=O)c1cccs1)C(=O)NCc1ccccc1 (stereo unspecified)	-4	13	-0.6	-6	-4	6	2	-10	-1.0
CC(=NCCc1ccccc1)C1=C(O)CCC1=O	-9	0	-1.6	3	-11	-13	-2	-7	0.3
O=C(NC1CCCC1)C(c1ccc(F)cc1)N(Cc1ccccc1Cl)C(=O)CCl (stereo unspecified)	-7	11	-1.1	-4	3	-4	-7	0	-0.6
NC[C@H](O)c1ccc(O)c(O)c1	-3	-4	-0.7	0	-3	11	-6	12	-0.8
CCOc1ccc(CN2CCNC(=O)C2CC(=O)N(C)CC2CCOCC2)cc1 (stereo unspecified)	-8	9	-0.1	-5	-2	7	5	0	0.3
COc1ccc(S(=O)(=O)N2CCN(C(=O)c3ccccc3Cc3ccccc3)CC2)cc1OC	-1	-8	-0.2	0	2	-4	-1	13	-0.8
CC(=O)c1cccc(NC(=O)N2CCCC2C(=O)NCc2ccc(F)cc2)c1 (stereo unspecified)	-2	2	0.0	0	-2	4	-7	2	0.6
CCOc1ccccc1-c1nnc(CS(=O)(=O)c2ccccc2)o1	-11	-6	-0.8	0	-4	2	-11	-7	0.0
COc1ccc(Cc2nc3ccc(C(=O)N(C)Cc4nccs4)cc3o2)cc1OC	1	9	0.1	1	-1	7	13	8	-0.1
Cc1ccc(S(=O)(=O)NC(=O)C2(C)CCN2C(=O)Cc2cccs2)cc1 (stereo unspecified)	-2	4	-0.3	5	-8	0	12	24	0.8
O=C(NNC(=O)c1cccc(S(=O)(=O)Nc2ccc(Cl)cc2)c1)c1ccc(=O)[nH]c1	-1	-9	-0.3	4	-3	0	-5	9	-0.7
COc1ccc(-c2nc(SCC(=O)N3CCCC3)n[nH]2)cc1	-1	-16	0.8	3	-3	-2	-4	-7	1.1
CCOC(=O)CNC(=O)CSc1nnc(-c2ccccc2OC)n1CC	2	-12	-0.4	2	-2	3	-6	7	0.3
CC1=C(C(=O)OCC2CCCO2)C(c2ccsc2)C2=C(CC(C)(C)CC2=O)N1 (stereo unspecified)	-9	-7	-0.8	2	3	-21	4	3	0.5
CCn1cc(C(=O)NN)c(=O)c2cc(F)c(NC3CCCCC3)cc21	-2	-18	-0.4	-5	-5	-6	2	24	1.4
COC(=O)c1sccc1NC(=S)N1CCC(C)CC1	-4	-21	-0.3	-3	6	-3	-9	9	-0.4
CC(C)Oc1ccc(N2CC(C(=O)Nc3ccccn3)CC2=O)cc1 (stereo unspecified)	-10	-5	-0.1	0	-8	-7	6	-1	1.0
CN(C)c1ccc(N=Cc2nc(-c3ccccc3)oc2O)cc1	-7	139	-1.8	-84	-92	134	-16	46	-0.4
O=C(CO/N=C1\CCCc2nonc21)Nc1ccc(Br)cc1	-5	-23	1.1	-3	37	0	-13	12	0.0
CCNc1nc(OCCNS(=O)(=O)c2cc(C)ccc2C)nc(N(C)C)n1	0	-1	-0.8	0	-4	-7	0	-3	-0.6
O=C(COC(=O)c1ccccc1OCc1ccccc1Cl)NC1CC1	0	1	-0.1	1	6	-2	0	-13	-1.0
COc1ccc(NC(=O)NC(C)(C(F)(F)F)C(F)(F)F)cc1	-1	-1	-0.2	-1	-6	-5	4	-3	1.3
COc1ccc(-c2[nH]ncc2CN2CCC(N3CCSCC3)CC2)c(F)c1	0	12	-0.2	0	-4	18	-4	7	-0.7
O=C(COc1ccc([N+](=O)[O-])cc1)Nc1ccc(C(=O)Nc2ccccc2C(=O)O)cc1	-5	17	-0.1	-1	-1	-99	0	-7	0.5
O=C(O)c1ccc2c(=O)n3c(nc2c1)/C(=C/c1ccc(Cl)cc1Cl)CC3	-1	3	-0.9	3	5	-62	-9	12	0.6
Cc1cc(C(=O)NNC(=O)[C@H](C)NC(=O)c2ccc(Br)cc2)c(C)o1	-11	-2	-0.6	/	-2	-6	-3	-6	-0.9
COc1ccc(CC(=O)Nc2nccs2)cc1S(=O)(=O)N1CCOCC1	0	-4	-0.2	0	-9	6	-5	3	-1.2
CNC(=O)CC1C(=O)N(c2ccc(F)cc2)C(=S)N1NC(=O)c1ccc(Cl)cc1 (stereo unspecified)	0	-50	-0.4	2	-4	12	15	-4	-0.6
COC(=O)c1ccc(Nc2nc(C)cc(=O)[nH]2)cc1	-8	0	-0.6	-4	-3	-4	-5	7	1.1
CCOc1ccc(-n2c(O)cc(=O)[nH]c2=O)cc1	-3	-13	-0.4	-5	-5	1	-18	1	1.0
COc1cccc(-c2nc(CS(=O)CC(=O)NCCc3ccc(C)cc3)c(C)o2)c1 (stereo unspecified)	-4	-9	-0.6	0	-3	-2	-3	-9	0.4
CC(C(=O)N1CCCC1)N(c1ccc(Cl)cc1)S(C)(=O)=O (stereo unspecified)	-4	-6	-0.3	-2	-3	9	-24	-2	1.5
NC(=O)C12CCCC(Br)(CCC1)C2	-4	-8	-0.4	-2	-3	10	-9	0	-0.8
COc1ccccc1C1=NOC(COC(=O)c2ccc([N+](=O)[O-])cc2)C1 (stereo unspecified)	0	10	0.4	-1	29	19	-6	12	0.6

Next part.
SMILES	bovine MsrA act	PABP1 MLLE inh	TbMetRS inhib	MT1-MMP act inh	FAS-TE inh	NRP1-CendR mod	E coli Lon inh	SKN-1 inh	MsrA inhibitor
N#Cc1c(NC(=O)CCN2C(=O)c3ccccc3C2=O)oc(-c2ccccc2)c1-c1ccccc1	-1	6	-0.2	0	0	23	-8	10	0.6
CC(=O)c1c(C(C)=O)c(C)n(-c2ccc(C(=O)O)cc2)c1C	1	5	-0.5	3	-4	6	-1	4	-0.5
Cc1ccc(/C=C/C(=O)NCc2ccc3c(c2)OCO3)o1	-4	13	-0.1	-2	-6	-12	-14	-6	0.6
CCOc1ccc2nc(/N=C/c3nc(-c4ccc(Br)cc4)oc3O)sc2c1	-2	-101	0.5	-6	-19	-63	-159	5	0.6
Cc1nc(-c2ccccc2)sc1C(=O)CSc1ccccc1	-4	26	-1.1	-2	18	28*	6	2	-0.1
O=C(OCCNc1nc(-c2ccccc2)nc2ccccc12)c1cccnc1	-13	6	-0.3	-1	8	6	2	2	-0.1
C=CCn1cc(C(=O)NCCCN(CC)CC)c(=O)c2cc(S(=O)(=O)N3CCC(C)CC3)ccc21	0	-1	0.1	-6	-11	3	2	22	0.5
Cc1cccc(C(=O)NC2CC3CCCC(C2)N3C(=O)NC2CCCCC2)c1 (stereo unspecified)	-5	3	0.6	8	-2	3	1	-14	0.1
Cc1ccc(NC(=O)CN(C)C(=O)c2ccc(-n3cncn3)c([N+](=O)[O-])c2)cc1	-1	-5	10*	1	0	9	-9	-9	0.9

4 compounds already listed, sorted by SMILES length, low to high.
SMILES	bovine MsrA act	PABP1 MLLE inh	TbMetRS inhib	MT1-MMP act inh	FAS-TE inh	NRP1-CendR mod	E coli Lon inh	SKN-1 inh	MsrA inhibitor
Cc1nc(-c2ccccc2)sc1C(=O)CSc1ccccc1	-4	26	-1.1	-2	18	28*	6	2	-0.1
Cc1ccc(/C=C/C(=O)NCc2ccc3c(c2)OCO3)o1	-4	13	-0.1	-2	-6	-12	-14	-6	0.6
Cc1cccc(C(=O)NC2CC3CCCC(C2)N3C(=O)NC2CCCCC2)c1 (stereo unspecified)	-5	3	0.6	8	-2	3	1	-14	0.1
N#Cc1c(NC(=O)CCN2C(=O)c3ccccc3C2=O)oc(-c2ccccc2)c1-c1ccccc1	-1	6	-0.2	0	0	23	-8	10	0.6
